PI5P4K alpha inh – qHTS for Inhibitors of phosphatidylinositol 5-phosphate 4-kinase (PI5P4K). Phosphatidylinositol 5-phosphate 4-kinase type-2 alpha (Homo sapiens), P48426. max response, %. hit rate 1.2% among 330,000. AID 652105, 2013. PI5P4Kalpha enzyme, ADP-Glo luminescence, 60 min; hits give low values; active = max response of -50% or lower; inconclusive = between -30% and -50%; inactive = -30% or higher; also: value at the top dose of about 77 µM; % is scaled to controls: 0 for no effect and ±100 for the full control effect
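PI5P4Kalpha ADP-Glo assay; 5 microM ATP final; 60 min RT reaction; HEPES pH 7.4/EGTA/CHAPS, 5% DMSO; controls lacking substrate or enzyme; luminescent end-point.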
DRD3 antagonist – qHTS of D3 Dopamine Receptor Antagonist: qHTS; D(3) dopamine receptor (Homo sapiens), P35462; D3R cells, DiscoveRx beta-arrestin luminescence, antagonist mode; hits give low values; max response, negative = inhibition, %; hit rate 2.5% among 360,000; in the data active = max response below about -50%; inconclusive = no clear call, values can overlap the other calls; also: % is scaled to controls: 0 for no effect and ±100 for the full control effect; mostly tested at two doses, the higher about 12 µM
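Cells plated overnight at 1500 cells/well, then exposed to library compounds with dopamine controls for 90 minutes at 37 degrees C. DiscoveRx reagent added for 30–60 minutes at room temperature; luminescence read, quantitative HTS format.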
HEK293 tox – qHTS of GLP-1 Receptor Inverse Agonists: Cytotox Screen; HEK293 cAMP-luciferase reporter cells, luminescence, 24 h; Potency, µM (top dose mostly 38.3 µM), without a hit: at the top dose activity change, negative = inhibition, actives largely listed as inhibitors; hit rate 0.13% among 410,000; AID 624418, 2012;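 also: loss of luciferase light is scored as toxicity; potency is read from the fitted curve at half-maximal effect; % is scaled to controls: 0 for no effect and ±100 for the full control effect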
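A 23 nL compound transfer followed 12 hours of cell culture at 37 deg C; exposure then lasted 24 hr. Luciferase assay detection reagent was dispensed and plates read for luminescence after a 12 min room-temperature wait.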
WRN helicase inh – qHTS for Inhibitors of WRN Helicase | Bifunctional 3'-5' exonuclease/ATP-dependent helicase WRN (Homo sapiens), Q14191 | Potency, µM (highest dose often 114 µM), inactives show top-dose activity change, negative = inhibition, most hits filed as inhibitors | WRN helicase unwinding, fluorescent forked duplex, kinetic | hit rate 0.46% among 360,000; also: potency is read from the fitted curve at half-maximal effect; % is scaled to controls: 0 for no effect and ±100 for the full control effect; nearly all actives have a fitted effect of over 55% in size
Target sequence (Q14191 whole entry, looked up): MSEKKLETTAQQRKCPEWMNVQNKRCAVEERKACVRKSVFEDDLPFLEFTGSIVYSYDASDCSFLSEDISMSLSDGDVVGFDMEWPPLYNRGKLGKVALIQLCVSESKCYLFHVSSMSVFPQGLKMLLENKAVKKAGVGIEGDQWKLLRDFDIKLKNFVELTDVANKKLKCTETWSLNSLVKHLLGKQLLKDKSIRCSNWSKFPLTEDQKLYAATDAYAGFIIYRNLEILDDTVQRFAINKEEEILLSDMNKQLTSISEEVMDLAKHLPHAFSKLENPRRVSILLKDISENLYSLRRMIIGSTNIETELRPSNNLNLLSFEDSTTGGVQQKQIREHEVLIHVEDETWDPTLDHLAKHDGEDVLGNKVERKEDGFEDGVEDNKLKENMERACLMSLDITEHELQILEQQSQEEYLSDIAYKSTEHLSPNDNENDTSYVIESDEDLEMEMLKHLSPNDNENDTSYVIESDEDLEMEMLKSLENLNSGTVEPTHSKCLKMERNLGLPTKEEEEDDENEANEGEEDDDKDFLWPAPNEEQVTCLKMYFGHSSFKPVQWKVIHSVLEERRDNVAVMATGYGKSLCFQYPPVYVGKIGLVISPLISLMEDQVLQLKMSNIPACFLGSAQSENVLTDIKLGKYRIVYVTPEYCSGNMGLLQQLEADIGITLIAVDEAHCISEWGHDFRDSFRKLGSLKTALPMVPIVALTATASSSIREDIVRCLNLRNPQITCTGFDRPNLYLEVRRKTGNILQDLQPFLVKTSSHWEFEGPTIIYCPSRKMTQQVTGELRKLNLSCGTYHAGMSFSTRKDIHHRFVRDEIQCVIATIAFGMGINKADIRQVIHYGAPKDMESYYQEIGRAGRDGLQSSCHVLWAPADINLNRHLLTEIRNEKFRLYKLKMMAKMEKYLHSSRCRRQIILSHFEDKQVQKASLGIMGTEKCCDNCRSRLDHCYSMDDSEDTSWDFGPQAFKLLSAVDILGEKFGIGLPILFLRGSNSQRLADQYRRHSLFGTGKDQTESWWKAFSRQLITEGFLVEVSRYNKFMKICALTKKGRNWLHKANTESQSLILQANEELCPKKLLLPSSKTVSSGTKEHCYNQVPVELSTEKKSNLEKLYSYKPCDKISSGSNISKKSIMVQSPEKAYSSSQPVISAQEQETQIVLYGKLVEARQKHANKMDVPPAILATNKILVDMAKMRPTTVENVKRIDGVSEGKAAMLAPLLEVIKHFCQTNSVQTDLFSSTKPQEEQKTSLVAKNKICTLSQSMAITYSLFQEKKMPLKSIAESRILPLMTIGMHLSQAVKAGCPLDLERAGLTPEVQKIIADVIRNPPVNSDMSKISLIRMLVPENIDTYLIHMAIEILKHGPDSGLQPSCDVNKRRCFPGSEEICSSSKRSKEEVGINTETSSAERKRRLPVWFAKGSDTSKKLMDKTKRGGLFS
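WRN at 20 nM final was preincubated with compound for 15 min at room temperature; reaction started with 100 nM forked duplex oligonucleotide carrying fluorophore and quencher plus 2 mM ATP (final). Unwinding followed kinetically by red fluorescence (ex 525/em 598 nm).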
DRD3 agonist – qHTS of D3 Dopamine Receptor Agonist: qHTS | D3R DiscoveRx beta-arrestin cells, luminescence, 90 min | D(3) dopamine receptor (Homo sapiens), P35462 | max activation, % | hit rate 0.58% among 410,000; in the data active = max activation above about 30%; also: 0% is about no effect; mostly tested at two doses, the higher about 12 µM
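Cells at 1500/well, incubated overnight, then treated with pinned compounds (dopamine as control) for 90 min at 37 degrees C. DiscoveRx reagent added for 30 - 60 minutes at room temperature; luminescence read.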
GLP-1R agonist – qHTS of GLP-1 Receptor Agonists; Glucagon-like peptide 1 receptor (Homo sapiens), P43220; HEK293 GLP-1R CRE-luciferase, luminescence, 4-6 h; cells express a hypersensitive GLP-1R form; Potency, µM (top dose mostly 45.6 µM), for inactives: top-dose activation, most hits filed as activators; hit rate 0.007% among 380,000; AID 624172, 2012; also: potency is read from the fitted curve at half-maximal effect; % of control where 0% means no effect
PLK1 PBD inh – qHTS for Inhibitors of PLK1-PDB (polo-like kinase 1 - polo-box domain): Primary Screen | Plk1 PBD binding of FITC phosphopeptide, fluorescence polarization | hit rate 2.8% among 360,000 | Potency, µM, for inactives: max response, negative = inhibition, actives largely listed as inhibitors | Serine/threonine-protein kinase PLK1 (Homo sapiens), P53350; also: potency is read from the fitted curve at half-maximal effect; series mostly up to about 57 µM; % is scaled to controls: 0 for no effect and ±100 for the full control effect; nearly all actives have a fitted effect of over 65% in size
IL2 activator – qHTS of IL-2 Activators. IL-2 activation reporter assay, cell-based qHTS; stimulated with anti-CD3/CD4/CD28 beads; in transgenic mouse T cells. hit rate 0.065% among 360,000. activation, % (series mostly up to about 46 µM); in the data active = activation above about 50%; inconclusive = mostly about 30% to 49%; also: 0% is about no effect
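Unstimulated transgenic mouse T cells; 60-min compound exposure; bead-based TCR/CD4/CD28 stimulation; 18 h culture, 37 degrees C; dual fluorescence (EGFP, DsRed) plate cytometry.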
GLP1R inv ag – qHTS of GLP-1 Receptor Inverse Agonists (Inhibition Mode); Potency, µM (doses to about 38.3 µM), for inactives: top-dose activity change, negative = inhibition, most hits filed as inhibitors; hit rate 1.6% among 410,000; Glucagon-like peptide 1 receptor (Homo sapiens), P43220; HEK293 GLP-1R CRE-luciferase, luminescence, 24 h; GLP-1R form is constitutively active; AID 624417, 2012; also: potency is read from the fitted curve at half-maximal effect; % is scaled to controls: 0 for no effect and ±100 for the full control effect; nearly all actives have a fitted effect of over 55% in size
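GLP-1R inverse agonism mode: basal reporter luminescence in engineered HEK293 cells measured after one day of compound exposure at 37 deg C, with a 12 min room-temperature detection step.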
* = called active by the depositor; ? = inconclusive; / = no result given; [ ] = another dose, or the depositor's remark. Unless noted, calls follow the shape of the dose curve; as a rule, active = well fitted curve in the direction sought with a large enough effect; inconclusive = small, poorly fitted or top-dose-only effect, or another doubt; inactive = no such curve, though single readings can be large; an effect the other way counts as inactive or inconclusive.

1. CC1CCN(C(=O)Cn2c(=O)n(-c3ccc(F)cc3)c(=O)c3sccc32)CC1
2. Cc1ccccc1-c1nc(C#N)c(NCc2ccco2)o1
3. COc1ccc(O)c(C(=O)c2cnc3c(c2)c(=O)[nH]c(=O)n3C)c1
4. CC(C)C[C@@H](CN1CCCC1CN1C(=S)NC[C@@H]1Cc1ccc(O)cc1)N1C[C@H](Cc2ccc(O)cc2)N(CC2CCCCC2)C1=S (some centres undefined)
5. COc1ccc(-c2cc3c(=O)n(CC(=O)Nc4cccc(Cl)c4)ncn3n2)cc1
6. COC(=O)c1nn(-c2ccc3c(c2)OCO3)cc1O

assay / compound,1,2,3,4,5,6
PI5P4K alpha inh,8,2,-1,?,-3,/
DRD3 antagonist,27,-18,6,-17,4,-11
HEK293 tox,-25%,14%,1%,?,5%,4%
WRN helicase inh,-8%,3%,-8%,-7%,4%,0%
DRD3 agonist,0,-11,-6,9,3,0
GLP-1R agonist,-6%,18%,8%,-1%,1%,-16%
PLK1 PBD inh,3%,-17%,-7%,19µM*,-3%,-5%
IL2 activator,0.5,2.3,-1.4,-0.9,-0.4,-1.9
GLP1R inv ag,-4%,8%,17%,11µM*,-20%,0%

7. FC(F)(F)C(F)(F)c1nnc2ccc(-n3ccnc3)nn12
8. CC1CCC2(CC1)NC(=O)N(CC(=O)N1CC(C)CC(C)C1)C2=O (centres undefined)
9. CCN1CCN(C(=O)CS(=O)Cc2nc(-c3ccc(OC)cc3)oc2C)CC1 (centres undefined)
10. O=C(Nc1ccc(Cl)cn1)C1CCN(S(=O)(=O)c2cccs2)CC1
11. COc1ccc(OCCCC(=O)Nc2cccc([N+](=O)[O-])c2C)cc1
12. Cc1cc(C)cc(NC(=S)N2CCC(NC(=O)c3ccccc3C)CC2)c1

assay / compound,7,8,9,10,11,12
PI5P4K alpha inh,2,6,2,18,14,6
DRD3 antagonist,-9,-2,-8,0,6,6
HEK293 tox,6%[0.307 µM],-1%,-6%,6%,2%,0%
WRN helicase inh,-1%,3%,17%,-4%,-16%,-9%
DRD3 agonist,3,-4,-4,-8,-4,16
GLP-1R agonist,1%,-3%,10%,2%,2%,15%
PLK1 PBD inh,-12%,-9%,-7%,-9%,4%,6%
IL2 activator,2.2,-0.2,0.0,3.9,0.3,-0.4
GLP1R inv ag,6%[0.307 µM],0%,12%,-1%,-2%,57%[activator]

By substructure: the compounds so far containing fluorine (2)
1. CC1CCN(C(=O)Cn2c(=O)n(-c3ccc(F)cc3)c(=O)c3sccc32)CC1
7. FC(F)(F)C(F)(F)c1nnc2ccc(-n3ccnc3)nn12

assay / compound,1,7
PI5P4K alpha inh,8,2
DRD3 antagonist,27,-9
HEK293 tox,-25%,6%[0.307 µM]
WRN helicase inh,-8%,-1%
DRD3 agonist,0,3
GLP-1R agonist,-6%,1%
PLK1 PBD inh,3%,-12%
IL2 activator,0.5,2.2
GLP1R inv ag,-4%,6%[0.307 µM]

The list continues:
13. O=C(c1ccc(Cl)c(S(=O)(=O)N2CCCC2)c1)N1CCN(Cc2ccccc2)CC1
14. Cc1cc(C)cc(OCc2nnc(SCC(=O)OC(C)C)o2)c1
15. O=C(O)c1cccc(Nc2nc(Nc3ccccc3)nc(N3CCCC3)n2)c1
16. O=C(Oc1ccc(=O)[nH]n1)c1ccccc1
17. Cc1[nH]c(C)c(S(=O)(=O)NCc2ccccc2Cl)c1C(=O)N1CCCC1
18. CC(C)NC(=O)c1onc(CSc2cccc(F)c2)c1C(=O)O

assay / compound,13,14,15,16,17,18
PI5P4K alpha inh,-2,/,-3,3,5,-3
DRD3 antagonist,11,15,59,16,-10,-18
HEK293 tox,-3%,-2%,-10%,3%,-4%,4%
WRN helicase inh,-7%,-1%,-15%[57.1 µM],1%,0%,-6%
DRD3 agonist,-3,0,2,3,-1,14
GLP-1R agonist,-4%,-3%,7%,-2%,2%,-4%
PLK1 PBD inh,0%,-18%,?,?,-6%,-13%
IL2 activator,-0.3,-1.7,-0.7,-3.1,1.8,-0.1
GLP1R inv ag,-21%,2%,22%,2%,13%,?

19. CCCCS(=O)CC(CS(=O)CCCC)OC(=O)c1ccc(C)cc1 (centres undefined)
20. O=C(CCc1ccccc1)NCC(=O)N/N=C/c1ccc(O)cc1O
21. CC(C)(C)SCCNC(=O)/C=C/c1cccc([N+](=O)[O-])c1
22. CN=C1SC(CC(=O)Nc2c(C)cccc2C)C(=O)N1/N=C/c1cccs1 (centres undefined)
23. COc1ccc(OC)c2sc(N(CCCN(C)C)C(=O)c3ccco3)nc12
24. COc1ccc(S(=O)(=O)N(C)C[C@H]2Oc3c(NC(=O)Nc4ccccc4)cccc3C(=O)N([C@H](C)CO)C[C@@H]2C)cc1

assay / compound,19,20,21,22,23,24
PI5P4K alpha inh,1,0,5,1,/,-4
DRD3 antagonist,0,11,-14,13,/,7
HEK293 tox,7%,16%,-16%,1%[1.53 µM],-23%,-1%
WRN helicase inh,-5%,-9%,-21%,-11%[57.1 µM],/,1%
DRD3 agonist,2,6,-5,12,-7,-12
GLP-1R agonist,-8%,-6%,1%,-5%,-11%,-3%
PLK1 PBD inh,1%,2%,?,2%,/,-17%
IL2 activator,2.1,-0.2,-0.5,-0.5,/,-0.4
GLP1R inv ag,7%,?,17%,-3%,-27%,-13%

25. CCOc1ccc(N(C(=O)c2snc(C(N)=O)c2N)C(C(=O)NCC2CCCO2)c2ccc(C)o2)cc1 (centres undefined)
26. O=C(COC(=O)c1ccccc1NCCO)NCc1cccs1
27. O=C(c1ccc(O)c(Br)c1)c1cc(Br)ccc1O
28. COc1ccc(N(CC(=O)Nc2ccc(S(=O)(=O)N3CCOCC3)cc2)S(=O)(=O)c2ccccc2)cc1
29. O=[N+]([O-])c1ccccc1/C=C/C=N/Nc1nc(N2CCCCC2)nc(N2CCCCC2)n1
30. O=C(O)c1ccc(/C=N/NC(=S)NCCN2CCOCC2)cc1

assay / compound,25,26,27,28,29,30
PI5P4K alpha inh,2,-2,?,-2,1,3
DRD3 antagonist,-22,-6,27,10,-26,13
HEK293 tox,-4%,-4%,-24%,-5%,3%[7.66 µM],7%
WRN helicase inh,-8%,-6%,-34%,-5%,-1%,-3%
DRD3 agonist,0,2,16,2,-1,0
GLP-1R agonist,6%,7%,3%,-12%,1%,2%
PLK1 PBD inh,2%,-15%,-6%,-3%,27µM*,-8%
IL2 activator,0.2,4.1,-0.6,-2.0,1.4,0.8
GLP1R inv ag,-14%,36%[activator],?,-7%,-9%[7.66 µM],7%

31. COc1ccccc1-n1c(C)cc(C=O)c1C
32. CCCc1nnc(NC(=O)Cn2c(=O)sc3ccccc32)s1
33. Cc1cccc(C)c1OCc1n[nH]c(=S)o1
34. Nc1ncnc2c1ncn2[C@@H]1O[C@H](CNC(=O)[C@@H](N)Cc2ccc(C(F)(F)F)cc2)[C@@H](O)[C@H]1O
35. CCN(CC)CCC(c1ccc2c(c1)OCO2)c1c(OC)cc(OC)c2ccc(=O)oc12 (centres undefined)
36. CC(C)C[C@H]1CNC(=O)C(=O)N1CC1CCN(CC2CCC(C)CC2)CC1 (some centres undefined)

assay / compound,31,32,33,34,35,36
PI5P4K alpha inh,-10,-1,0,7,0,0
DRD3 antagonist,-2,6,?,12,-29,-5
HEK293 tox,4%,6%,27%,4%,?,0%
WRN helicase inh,3%,10%,-8%,-8%,8%,3%
DRD3 agonist,2,0,2,7,-52,-2
GLP-1R agonist,-5%,0%,12%,5%,12%,4%
PLK1 PBD inh,-8%,?,-8%,-7%,1%,-8%
IL2 activator,-2.4,-1.2,0.0,-0.2,0.3,-0.1
GLP1R inv ag,2%,0%,10%,13%,2%,14%

37. COC(=O)c1cc2nc(-c3ccc(OC)cc3)cc(C(F)(F)F)n2n1
38. Cc1ccc2[nH]c(C(=O)O)c(-c3ccccc3)c2c1
39. CCOC(=O)C(CC)/C(C)=N\NC(=O)c1ccccc1O (centres undefined)
40. CC1CN(c2cc(=O)n(-c3ccc(Cl)cc3)c(=O)[nH]2)CC(C)O1 (centres undefined)
41. Cc1ccc(/C=N/NC(=O)c2ccc3nc[nH]c3c2)s1
42. Cc1cccc(N(CC(=O)NCc2ccccc2)C(=O)CCC(=O)Nc2nccs2)c1
43. CCN(CC)C(=O)Cn1cc(S(=O)(=O)CC(=O)NCc2ccc(F)cc2)c2ccccc21

assay / compound,37,38,39,40,41,42,43
PI5P4K alpha inh,1,2,1,0,-8,0,2
DRD3 antagonist,9,?,-9,-25,1,?,-2
HEK293 tox,17%,81%[activator],-2%,1%,-4%,0%,?
WRN helicase inh,-5%,-4%,0%,11%,-12%,1%,10%
DRD3 agonist,4,1,-5,-5,6,-11,4
GLP-1R agonist,-5%,1%,2%,-2%,2%,9%,0%
PLK1 PBD inh,-5%,?,-3%,-13%,-5%,-16%,3%
IL2 activator,-1.4,1.3,-0.1,-2.5,0.4,-1.3,0.3
GLP1R inv ag,1%,-16%,?,-20%,-7%,8%,?

High-throughput results from PubChem.
